Source: PubChem BioAssay (National Center for Advancing Translational Sciences (NCATS))
IDH1 R132H inh = inhibitors of human mutant IDH1 R132H | IDH1-R132H enzyme, NADPH consumption, diaphorase/resazurin fluorescence | actives 0.093% (n = 390,000) | O75874 | Potency, µM (doses to about 76.6 µM), for the others: top-dose activity change, negative = inhibition, most hits filed as inhibitors; note: potency is the fitted concentration of half-maximal effect; % is set by controls: 0 for no effect and ±100 for the full control effect; nearly all actives have a fitted effect of over 65% in size
Target sequence (O75874 whole entry R132H, stated change not applied): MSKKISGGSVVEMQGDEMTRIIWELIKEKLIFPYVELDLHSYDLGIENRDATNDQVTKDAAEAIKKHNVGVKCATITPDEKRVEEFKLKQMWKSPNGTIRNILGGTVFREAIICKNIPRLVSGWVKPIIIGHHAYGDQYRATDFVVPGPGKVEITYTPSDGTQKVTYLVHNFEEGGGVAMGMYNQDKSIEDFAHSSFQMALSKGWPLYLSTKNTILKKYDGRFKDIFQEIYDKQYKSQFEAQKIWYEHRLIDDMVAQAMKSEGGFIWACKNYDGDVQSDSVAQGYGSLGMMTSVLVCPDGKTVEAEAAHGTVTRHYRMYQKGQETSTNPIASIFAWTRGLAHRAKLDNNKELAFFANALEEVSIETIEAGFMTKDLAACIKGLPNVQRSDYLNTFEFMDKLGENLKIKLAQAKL
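IDH1-R132H (0.5 ug/mL) preincubated 30 min with compound, then NADPH (0.016 mM) and alpha-KG (2 mM) added; 80 min at RT, pH 7.5. Remaining NADPH coupled via diaphorase/resazurin to fluorescence (540/590 nm); concentration-response curves normalized to no-enzyme control.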
GRP78 ERSR act = induces the endoplasmic reticulum stress response in human glioma cells; AID 602332; Potency, µM, without a hit: top-dose activation, most hits filed as activators; U87-MG GRP78 promoter luciferase reporter, 16 h; actives 0.02% (n = 420,000); note: potency is the fitted concentration of half-maximal effect; series mostly up to about 76 µM; % of control where 0% means no effect; nearly all actives have a fitted effect of over 35% in size
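ERSR induction read as luciferase luminescence (Bright-Glo, 10 min at room temperature) in stably transfected human U87-MG glioma cells exposed to compounds for 16 h, using GRP78 as sensor.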
Vif-A3G inh = blocks the Vif interaction with human APOBEC3G | HeLa A3G-eYFP + Vif (tagged APOBEC3G with the HIV-1 protein that degrades it), YFP fluorescence, overnight | Potency, µM (top dose mostly 46.1 µM), inactives show at the highest dose activity, negative = active, most hits filed as inhibitors | actives 0.076% (n = 410,000) | AID 602310;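 note: potency is the fitted concentration of half-maximal effect; % is set by controls: 0 for no effect and ±100 for the full control effect; nearly all actives have a fitted effect of over 60% in size; hits raise eYFP signal because A3G escapes Vif-driven loss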
Target sequence (Q9HC16 whole entry, looked up): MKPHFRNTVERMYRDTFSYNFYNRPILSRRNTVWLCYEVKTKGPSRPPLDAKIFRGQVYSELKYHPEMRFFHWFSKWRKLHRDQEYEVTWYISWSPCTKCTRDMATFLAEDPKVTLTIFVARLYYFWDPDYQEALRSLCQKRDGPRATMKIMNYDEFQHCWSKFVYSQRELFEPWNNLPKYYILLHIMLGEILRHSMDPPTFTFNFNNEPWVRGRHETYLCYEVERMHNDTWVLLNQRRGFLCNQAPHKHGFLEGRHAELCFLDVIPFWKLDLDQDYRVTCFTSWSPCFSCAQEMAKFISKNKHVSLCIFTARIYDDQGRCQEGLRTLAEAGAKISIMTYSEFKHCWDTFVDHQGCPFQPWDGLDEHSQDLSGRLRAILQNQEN
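Read-out is eYFP fluorescence (Ex 488/Em 500-530) from Vif-expressing HeLa A3G-eYFP cells; more signal means A3G escaped Vif-mediated degradation. Cells plated overnight, compound pinned in, incubated overnight at 37 deg C.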
LDHA block = blocks human lactate dehydrogenase A | purified LDHA, NADH/diaphorase-resazurin fluorescence; active compounds read low | actives 0.15% (n = 480,000) | P00338 | activity change, % (values are at about 110 or 230 µM); in the data active = activity change below about -30%; inconclusive = mostly about -25% to -30%;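 note: plate controls were DMSO wells for no effect and wells without enzyme for full effect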
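Remaining NADH was detected by diaphorase (0.133 mg/mL) converting 37 µM resazurin to fluorescent resorufin, read at 0 and 20 minutes. The preceding 5-minute room-temperature reaction used 2 nM LDHA, 0.2 mM sodium pyruvate and 0.06 mM NADH at pH 7.4.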
TrxR1 substrate = rat thioredoxin reductase 1 substrate activity; O89049; purified TrxR1 substrate turnover, NADPH consumption readout; Potency, µM (top dose mostly 114 µM), inactives show top-dose activity change, negative = substrate turnover; actives 0.01% (n = 390,000); AID 588456; note: potency is the fitted concentration of half-maximal effect; % is set by controls: 0 for no effect and ±100 for the full control effect; nearly all actives have a fitted effect of over 50% in size
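Rat TrxR1, dispensed at 90 nM, was prereduced with 400 uM NADPH (final) for 5 min at ~22 deg C, then incubated with compound 15 min before 400 uM selenite. A first-read NADPH fluorescence drop versus no-compound background flagged substrates.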
USP1 inh = blocks the human USP1/UAF1 deubiquitinase complex; Potency, µM (top dose mostly 57.1 µM), for inactives: top-dose activity change, negative = inhibition, most hits filed as inhibitors; AID 743255; O94782; recombinant USP1/UAF1, Ub-Rhodamine cleavage fluorescence; actives 0.23% (n = 390,000); note: potency is the fitted concentration of half-maximal effect; % is set by controls: 0 for no effect and ±100 for the full control effect; nearly all actives have a fitted effect of over 60% in size; inactives centre near -12
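USP1/UAF1 complex (1 nM) preincubated 15 min at room temperature with compound, then Ub-Rho substrate (150 nM final) added. Kinetic fluorescence at 480/540 nm over 6 reads at 60 s intervals; 50 mM HEPES pH 7.8, 0.5 mM EDTA, 0.1 mg/ml BSA, 1 mM TCEP, 0.01% Tween-20.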
Vif-APOBEC3F blk = inhibitors of Vif-A3F interaction; HeLa A3F-eYFP + Vif (tagged APOBEC3F with the HIV-1 protein that degrades it), YFP fluorescence increase; Potency, µM (doses to about 46.1 µM), for the others: at the highest dose activity, negative = active; actives 0.2% (n = 390,000); AID 602313; note: potency is the fitted concentration of half-maximal effect; % of control where 0% means no effect; nearly all actives have a fitted effect of over 65% in size
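HeLa cells stably expressing Vif plus C-terminally eYFP-tagged A3F were seeded, incubated overnight at 37 deg C, dosed with compound, incubated overnight again at 37 deg C. Yellow fluorescence (Ex 488/Em 500-530) reported blocked Vif-mediated A3F-eYFP degradation.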
TrxR1 inh = blocks rat thioredoxin reductase 1. recombinant rTrxR1, NADPH fluorescence consumption, selenite substrate. Potency, µM (top dose mostly 114 µM), for the others: at the top dose activity change, negative = inhibition, hits mostly inhibitors. actives 1% (n = 390,000). AID 588453; note: potency is the fitted concentration of half-maximal effect; % is set by controls: 0 for no effect and ±100 for the full control effect; nearly all actives have a fitted effect of over 65% in size
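Rat TrxR1 (90 nM in the dispensed reagent) was pre-reduced with 400 uM NADPH for 5 min at room temperature, then incubated with compound for 15 min. After 400 uM selenite was added, NADPH fluorescence (Ex 340/Em 450 nm) was followed for 8 min.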
RGS4 inhibitor = blocks human RGS4-accelerated GTP hydrolysis | P49798 | Transcreener GDP fluorescence polarization, RGS4-accelerated GTP hydrolysis | Potency, µM (top dose mostly 114 µM), inactives show top-dose activity change, negative = inhibition, usual class: inhibitors | actives 0.039% (n = 390,000) | AID 504845; note: potency is the fitted concentration of half-maximal effect; % is set by controls: 0 for no effect and ±100 for the full control effect; nearly all actives have a fitted effect of over 75% in size; some results filed as inactive show a strong effect at the top dose
Target sequence (P49798 whole entry, looked up): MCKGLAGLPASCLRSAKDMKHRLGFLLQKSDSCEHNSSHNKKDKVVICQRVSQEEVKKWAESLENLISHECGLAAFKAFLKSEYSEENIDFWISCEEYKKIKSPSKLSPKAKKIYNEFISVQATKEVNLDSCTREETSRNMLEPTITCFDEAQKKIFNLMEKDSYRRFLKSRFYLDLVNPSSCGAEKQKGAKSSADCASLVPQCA
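MLSMR compounds (23 nl, pin-transferred) preincubated 10 min at room temperature with a 500nM (2x) first reagent, then RGS4 at 900nM (2x) plus Transcreener GDP mix added; fluorescence polarization (620/688 nm) read before and after 90 min at 30 °C.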
* marks the source's active call; other numbers are inactive results; u = inconclusive; x = not tested or not shown; & = joins results of further samples; [ ] = another dose, or the depositor's remark. Unless noted, calls come from the whole dose curve; as a rule, active = well fitted curve in the direction sought with a large enough effect; inconclusive = small, poorly fitted or top-dose-only effect, or another doubt; inactive = no such curve, though single readings can be large; an effect the other way counts as inactive or inconclusive. Some of the compounds tested; the hit share may differ from the screen's.

SMILES	IDH1 R132H inh	GRP78 ERSR act	Vif-A3G inh	LDHA block	TrxR1 substrate	USP1 inh	Vif-APOBEC3F blk	TrxR1 inh	RGS4 inhibitor
c1ccc(-c2nc(NCc3ccco3)c3ccccc3n2)nc1	1%	-8%	8%	-2	-5%	-14%	-11%	u	5%[11.4 µM]
O=C(Nc1sc2c(c1C(=O)NCc1ccccc1)CCCC2)c1cc(=O)c2cc(Cl)ccc2o1	9%	-3%	0%	-5	8%	-17%	-2%	25%	-3%
O=C(CNC(=S)N(Cc1ccccc1F)C1CCCCC1)NCC1CCCO1 (stereo not given)	7%	u	1%	-4	13%[57.1 µM]	-7%	7%	32%[57.1 µM]	-6%
Cc1cc(NCc2ccccn2)n2nc(C)c(-c3ccccc3)c2n1	-5%	4%	3%	1	0%	-8%	-1%	-1%	30%
CCOC(=O)C1(Cc2ccc(OC)cc2)CCN(C(=O)c2cncs2)CC1	13%	9%	4%	-5	-13%[57.1 µM]	-4%	-4%	15%[57.1 µM]	-12%
COc1ccc(NS(=O)(=O)c2ccc(N3CCCC3=O)cc2)cn1	5%	-4%	u	-3	12%	-12%	7%	16%[57.1 µM]	4%
O=c1onc2cnc3ccccc3n12	x	-4%&-4%	x	x	74%[activator][57.1 µM]	x	x	-3%[57.1 µM]	-23%[56.9 µM]
Cc1cccc(C(=O)N[C@H](C(=O)NCc2cccs2)C(C)C)c1	6%	0%	0%	-5	-12%	-4%	0%	-12%	-6%
COC(=O)c1cc2c(cc1NC(=O)c1c(C)nn(-c3ccc(C)cc3)c1-n1cccc1)OCO2	-6%	-1%	0%	4	0%	7%	-10%	23%	4%
Cc1ccc(NC(=O)Cn2c(=O)n(Cc3nc(C)no3)c(=O)c3cc4c(cc32)OCO4)c(C)c1	-16%	-4%	-5%	0	10%	-13%	1%	29%	-17%
COc1cccc(NC(=O)C2CCCN2C(=O)Nc2ccccc2)c1 (stereo not given)	2%	-6%	1%	-6	-5%[57.1 µM]	-16%	15%	19%[57.1 µM]	-43%
CCOC(=O)C1=C(C)N(C[C@@H]2CC[C@@H](Cc3ccc(-c4ccccc4)cc3)O2)C(=O)NC1c1cccc([N+](=O)[O-])c1 (stereo not given in full)	-9%	-4%	-2%	-7	-3%	-15%	7%	22%	3%
COc1ccc(OC)c(C2=NO[C@@](CC(=O)O)(C(=O)Nc3ccc4c(c3)OCCO4)C2)c1	-2%	-9%	1%	16	-3%	-3%	3%	-23%	12%
O=C1CN(C(=O)CN2C(=O)NC3(CCCCC3)C2=O)c2ccccc2N1	9%	-1%	4%	0	-16%[57.1 µM]	-7%	3%	11%[57.1 µM]	-53%
CN(C)/C(Cn1cncn1)=C1/N=C(c2ccccc2)OC1=O	2%	-2%	2%	-9	3%	3%	-8%	13%	25%
Cc1nnc(SCc2ccccc2)nc1-c1ccccc1	-8%	-1%	-1%	3	5%[57.1 µM]	-25%	-6%	8%	12%
Cc1cccc(OCC(=O)Nc2ccc(Cl)c(-c3nc4ccccc4[nH]3)c2)c1	x	x	x	-4	9%	-13%	x	24%	22%
CCOC(=O)CSC1=C(C#N)C(c2ccc(Cl)cc2)C(C(=O)OC)C(=O)N1 (stereo not given)	1%	-4%	0%	0	0%	-7%	-7%	2%	-9%
COCCCNC(=O)c1ccc(-c2nc3ccccc3nc2-c2ccccc2)cc1	2%	-6%	2%	-5	16%	-27%	8%	14%	-11%
CCN1C[C@@H]2[C@@H]3C(=O)N(C)C(=O)[C@@H]3[C@](CC)(C1=O)N2C(=O)c1ccc(C)cc1	12%	-4%	8%	-3	0%[57.1 µM]	-8%	5%	-5%[57.1 µM]	3%
CCn1c(=O)c2cc(C(=O)NCCCN(C)Cc3ccccc3)sc2c2ccccc21	8%	-4%	3%	1	58%[activator]	-20%	u	21%	-22%
COc1cc(C(=O)NCc2nnc(SCC(=O)Nc3cc(C)on3)o2)cc(OC)c1OC	2%	-3%	0%	-8	11%[57.1 µM]	4%	-15%	34%[57.1 µM]	12%
O=C(Nc1ccc(Cl)cc1)c1cc(S(=O)(=O)N2CCCCC2)ccc1N1CCOCC1	-5%	-3%	2%	-1	x	-27%	0%	x	x
COc1c(C)cc(C(=O)C2CCCN(C(=O)c3csc(C)n3)C2)cc1C (stereo not given)	-1%	5%	1%	-3	10%	-27%	1%	27%	-15%
Cc1ccc(C)c(NC(=O)C2CCCN(S(=O)(=O)c3cn(C)cn3)C2)c1 (stereo not given)	0%	-1%	-1%	-10	6%[57.1 µM]	u	-3%	13%[57.1 µM]	4%

The list goes on, starting with the last two of the part before.
SMILES	IDH1 R132H inh	GRP78 ERSR act	Vif-A3G inh	LDHA block	TrxR1 substrate	USP1 inh	Vif-APOBEC3F blk	TrxR1 inh	RGS4 inhibitor
COc1c(C)cc(C(=O)C2CCCN(C(=O)c3csc(C)n3)C2)cc1C (stereo not given)	-1%	5%	1%	-3	10%	-27%	1%	27%	-15%
Cc1ccc(C)c(NC(=O)C2CCCN(S(=O)(=O)c3cn(C)cn3)C2)c1 (stereo not given)	0%	-1%	-1%	-10	6%[57.1 µM]	u	-3%	13%[57.1 µM]	4%
CC1=C(C(=O)OC2CCCC2)C(c2ccccc2C(F)(F)F)CC(=O)N1 (stereo not given)	-15%	-4%	-2%	-8	-11%	-31%	0%	-15%	14%
O=C(COc1ccccc1)N1CCN(S(=O)(=O)c2ccc(Cl)cc2)CC1	-1%	-2%	1%	-7	7%[57.1 µM]	2%	-3%	-3%	22%
COc1ccc(NC(=O)c2c([N+](=O)[O-])c(C(C)(C)C)nn2C)cc1	-9%	1%	-10%	-8	-3%	-9%	12%	-1%	13%
Cc1ccc(N2C(=O)[C@@H]3C(c4ccc(F)cc4)=NO[C@@H]3C2=O)cc1	2%	-2%	1%	-3	-9%[57.1 µM]	-24%	5%	10%[57.1 µM]	-26%
C=C(C)Cn1c(C2CC(=O)N(c3ccccc3F)C2)nc2ccccc21 (stereo not given)	6%	-2%	2%	-10	9%[57.1 µM]	-18%	-10%	12%[57.1 µM]	24%
COc1cccc(OC)c1C(=O)N1CCN=C1SCc1cccnc1	7%	-7%	1%	-2	-8%	-6%	1%	11%	-7%
COc1ccc(CCNC(=O)c2cc3c(=O)n4cccc(C)c4nc3n2C)cc1	-3%	-1%	-2%	-16	10%[11.4 µM]	-27%	-10%	19%[11.4 µM]	0%
COc1ccccc1OCCNC(=O)C(CCSC)NS(=O)(=O)c1ccccc1F (stereo not given)	-3%	-2%	0%	-1	-7%	3%	9%	-14%	3%
CCN(CC(=O)Nc1ccccc1OC)C(=O)c1ccc2[nH]c3c(c2c1)CC(C)CC3 (stereo not given)	5%	1%	-3%	-1	0%	-16%	0%	24%	11%
O=C1CN(C(=O)COC(=O)/C=C/c2ccc(OC(F)F)cc2)c2ccccc2N1	-2%	-4%	-7%	-5	3%	-2%	-21%	4%	13%
CCCCNC(=O)CSc1nc2ccc(NC(=O)CSc3nnc(N)s3)cc2s1	1%	-1%	0%	-5	-4%	3%	3%	-4%	-11%
CCc1ccccc1NC(=O)NCc1ccc2c(c1)OCO2	5%	3%	-4%	-13	6%[57.1 µM]	-17%	-8%	15%[57.1 µM]	14%
Cc1c(OC(C)C(=O)NCCCN2CCOCC2)ccc2c1oc(=O)c1ccccc12 (stereo not given)	-3%	0%	7%	0	117%[activator]	-9%	-8%	3%	24%[11.4 µM]
CCOc1ccc(S(=O)(=O)N2CCN(c3nc(-c4ccccc4)nc4ccccc34)CC2)cc1OCC	x	-5%	2%	-3	-1%	x	x	18%	-16%
CCOc1cc2[nH]c(=S)n(CCCN3CCCC3=O)c(=O)c2cc1OCC	4%	0%	-8%	-1	-5%[57.1 µM]	-19%	2%	-7%	-3%
Cc1c(C)c2cc(Cl)c(O)c(CN(C)C)c2oc1=O	4%	-6%	3%	2	x	-2%	-16%	-114%	-5%
O=C1c2ccccc2C(=O)N1CCCOc1ccccc1	4%	16%	0%	2	8%[57.1 µM]	-30%	2%	15%[57.1 µM]	10%
COc1cc(CN2CCc3nc(N4CCN(c5ccccc5F)CC4)ncc3C2)ccc1OC(C)C	12%	-2%	-2%	-8	1%[57.1 µM]	-3%	2%	11%[57.1 µM]	26%
CC(Sc1nnnn1C)C(=O)Nc1ccc(N2CCOCC2)cc1 (stereo not given)	1%	-4%	0%	3	3%	-3%	-1%	20%	-13%
Cc1ccc(S(=O)(=O)C=CS(=O)(=O)c2ccc(C)cc2)cc1	1%	-12%	u	u	x	-19%	2%	x	x
O=C(CCc1ccccc1)NC(=S)Nc1ccccc1[N+](=O)[O-]	-9%	4%	-13%	1	-7%	-21%	u	-22%	-24%
O=C(CCCCn1c(=O)c2ccccc2n(Cc2ccc(F)cc2Cl)c1=O)NCc1ccco1	-5%	3%	u	-3	3%[57.1 µM]	1%	-15%	7%[57.1 µM]	-34%
